Compound activity (PubChem)
BAP1 inh: blocks human BAP1 ubiquitin-AMC hydrolysis. Q92560. recombinant BAP1, Ub-AMC hydrolysis fluorescence kinetic; active compounds read low. activity remaining (% of control), % at 20 µM. 0.48% of 72,000 active;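 active = activity remaining at or below 50% of control, provided the compound also passes the data quality filters; inactive = the rest, including low values that fail the filters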;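 note: 100% = DMSO wells rate and 0% = substrate alone blank rate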
Target sequence (Q92560 whole entry, looked up): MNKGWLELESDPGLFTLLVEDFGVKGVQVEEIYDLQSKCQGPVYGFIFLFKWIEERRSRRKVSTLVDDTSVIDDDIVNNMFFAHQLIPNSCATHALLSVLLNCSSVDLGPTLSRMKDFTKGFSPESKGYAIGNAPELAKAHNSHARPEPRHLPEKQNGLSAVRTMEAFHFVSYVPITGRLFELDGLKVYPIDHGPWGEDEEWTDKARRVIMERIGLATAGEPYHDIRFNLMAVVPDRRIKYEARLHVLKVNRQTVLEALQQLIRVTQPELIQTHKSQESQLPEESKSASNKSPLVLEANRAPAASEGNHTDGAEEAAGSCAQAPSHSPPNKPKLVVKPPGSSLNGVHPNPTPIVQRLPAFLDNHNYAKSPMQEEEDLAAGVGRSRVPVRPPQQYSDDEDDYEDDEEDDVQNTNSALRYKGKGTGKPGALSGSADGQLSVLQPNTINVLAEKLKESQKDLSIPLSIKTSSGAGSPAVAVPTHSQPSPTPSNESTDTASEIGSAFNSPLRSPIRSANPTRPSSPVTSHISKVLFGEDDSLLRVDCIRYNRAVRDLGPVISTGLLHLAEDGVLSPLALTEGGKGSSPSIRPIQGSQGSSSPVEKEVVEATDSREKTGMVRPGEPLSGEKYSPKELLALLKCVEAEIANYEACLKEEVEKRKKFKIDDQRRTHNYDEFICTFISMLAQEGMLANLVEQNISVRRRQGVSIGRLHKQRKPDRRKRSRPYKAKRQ
HePTP inh: human HePTP phosphatase inhibition. recombinant HePTP phosphatase activity, OD absorbance. inhibition, % at 20 µM. 0.64% of 110,000 active; in the data active = inhibition above about 50%;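 note: plate controls were vehicle for no effect and reference inhibitor for full effect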
Target sequence (P35236 whole entry, looked up): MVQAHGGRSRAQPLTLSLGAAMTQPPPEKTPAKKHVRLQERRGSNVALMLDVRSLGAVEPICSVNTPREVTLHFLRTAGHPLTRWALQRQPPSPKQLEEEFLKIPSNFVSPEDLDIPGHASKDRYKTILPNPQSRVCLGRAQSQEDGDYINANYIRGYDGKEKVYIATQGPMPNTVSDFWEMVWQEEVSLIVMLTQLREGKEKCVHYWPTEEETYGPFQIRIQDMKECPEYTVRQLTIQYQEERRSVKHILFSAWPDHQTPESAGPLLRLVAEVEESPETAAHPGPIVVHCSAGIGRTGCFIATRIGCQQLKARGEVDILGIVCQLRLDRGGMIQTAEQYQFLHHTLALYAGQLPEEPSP
An asterisk follows results filed as active; & = joins results of further samples.

COc1ccc2[nH]c(=O)c(CN(C(=O)C3CCCO3)c3cccc(C)c3)cc2c1 (stereo not drawn) was read as HePTP inh 9.
For Cc1ccc(S(=O)(=O)N2CCOCC2)cc1C(=O)N1C(=O)c2cccc(N)c2C1=O the results were BAP1 inh 109 and HePTP inh 12.
Screening CC(C)(C)c1ccc(-c2nnc3sc(-c4ccccn4)nn23)cc1 returned BAP1 inh 63 and HePTP inh 11.
For COc1ccccc1NC1C=CC(=O)C1Nc1ccccc1OC (stereo not drawn) the results were HePTP inh 8.
Screening COc1ccc(N2C(=O)CCC2=O)cc1 returned BAP1 inh 90 and HePTP inh -6.
`Cc1ccc(NC(=O)C(=O)NCCN2CCN(S(=O)(=O)c3ccc4ccccc4c3)CC2)cc1` gave HePTP inh -6.
Screening O=C(CSc1nc2ccccc2c(=O)[nH]1)N1CCCCC1 returned BAP1 inh 97 and HePTP inh -6.
`COc1ccc(Cn2c3nc4ccccc4nc3c3c(=O)n(Cc4ccco4)c(C)nc32)cc1` gave BAP1 inh 66 and HePTP inh 45.
`CC1CN(C(=O)c2cc3cc(Cl)cc(Cl)c3oc2=O)CC(C)O1` (stereo not drawn) gave BAP1 inh 101 and HePTP inh 2.
Screening C=CCOc1ccc(S(=O)(=O)c2ccc(OCC=C)cc2)cc1 returned HePTP inh 6.
CSc1ccccc1N=Cc1nc(-c2ccco2)oc1O was read as HePTP inh 9.
For COC(=O)c1ccc(CSc2nc3c(cnn3-c3ccc(Cl)cc3)c(=O)[nH]2)o1 the results were BAP1 inh 59.
`Cc1ccc(C2Nc3ccccc3C(=O)N2c2ccc(C)cc2)cc1` (stereo not drawn) gave HePTP inh 2.
Screening COC(=O)NCC(C)OC(=O)Nc1cccc(Cl)c1 (stereo not drawn) returned BAP1 inh 96 and HePTP inh 3.
`C=CCSC1=N/C(=C\c2cc(OC)c3c(c2)OCO3)C(=O)S1` gave BAP1 inh 108 and HePTP inh 9.
`CC1=Nc2ccccc2N=C(NC(=O)CSc2nnnn2-c2ccccc2)C1c1ccccc1` (stereo not drawn) gave BAP1 inh 73 and HePTP inh -8.
Screening O=C(NCCCn1ccnc1)c1cn(Cc2ccc(F)cc2)nn1 returned HePTP inh 10.
`COc1ccc(C)c(Cn2c(-c3nonc3N)nc3ccccc32)c1` gave HePTP inh 2.
CCCCOc1cccc(C(=O)Nc2ccc(N3CCN(CC)CC3)cc2)c1 was read as BAP1 inh 158 and HePTP inh -2.
For C=CCc1c(C)nc(-c2ccccc2)nc1NN the results were HePTP inh -13.
`O=C(COc1ccccc1)Nc1ccccc1CO` gave HePTP inh 6.
CCn1c(SCC(=O)C(C)(C)C)nnc1-c1cccnc1 was read as BAP1 inh 94 and HePTP inh -2.
For CCN(CCCNC(=O)C1CCC(=O)N1Cc1ccc(F)cc1)c1cccc(C)c1 (stereo not drawn) the results were BAP1 inh 103 and HePTP inh -3.
For Cc1[nH]c2ccccc2c1/C=C/c1nc2ccccc2c(=O)n1C the results were HePTP inh -7.
For COc1cccc(NC(=O)c2ccc(CN3CCN(c4ccccc4)CC3)cc2)c1 the results were BAP1 inh 109 and HePTP inh 9&-3.
`CC(C)(C)c1ccccc1OCCCCn1ccnc1` gave HePTP inh 13.
For O=C(O)/C=C\C(=O)Nc1ccccc1SC(F)(F)F the results were HePTP inh 2.
`Cc1ccc(N2C(=O)NC(=O)/C(=C\c3ccc(I)o3)C2=O)cc1C` gave HePTP inh 47.
Screening CCn1cc(C(=O)O)c(=O)c2cc(OC)ccc21 returned HePTP inh 8.
COc1ccc(OC)c(N(CC(=O)NC(C)C)S(C)(=O)=O)c1 was read as HePTP inh -5.
`Cc1ccc(C(=O)N2N=C(c3ccc(Cl)cc3)CC2(O)C(F)(F)F)o1` (stereo not drawn) gave HePTP inh 5.
For CC1(c2ccc3c(c2)OCO3)NC(=O)N(CC(=O)NCCC2=CCCCC2)C1=O (stereo not drawn) the results were BAP1 inh 103 and HePTP inh 6.
For O=C(CCSc1nnc(-c2ccncc2)o1)Nc1ccc(Cl)cc1 the results were HePTP inh 15.
For COc1cccc(OC)c1NC(=O)Cc1nn(C)c(=O)c2ccccc12 the results were BAP1 inh 104 and HePTP inh 5.
COC(=O)c1ccc(-c2nc3sc4c(c3c(=O)[nH]2)CCCC4)cc1 was read as HePTP inh 10.
`Cc1c(CNCc2cccs2)c(C(=O)O)c(C)n1Cc1ccccc1` gave BAP1 inh 95 and HePTP inh 14.

Ordered by count of non-hydrogen atoms (rising): 10 of the compounds above
Screening CCn1cc(C(=O)O)c(=O)c2cc(OC)ccc21 returned HePTP inh 8.
`O=C(COc1ccccc1)Nc1ccccc1CO` gave HePTP inh 6.
`CC(C)(C)c1ccccc1OCCCCn1ccnc1` gave HePTP inh 13.
CCn1c(SCC(=O)C(C)(C)C)nnc1-c1cccnc1 was read as BAP1 inh 94 and HePTP inh -2.
COc1ccc(OC)c(N(CC(=O)NC(C)C)S(C)(=O)=O)c1 was read as HePTP inh -5.
COC(=O)c1ccc(-c2nc3sc4c(c3c(=O)[nH]2)CCCC4)cc1 was read as HePTP inh 10.
`Cc1ccc(C(=O)N2N=C(c3ccc(Cl)cc3)CC2(O)C(F)(F)F)o1` (stereo not drawn) gave HePTP inh 5.
For COc1cccc(OC)c1NC(=O)Cc1nn(C)c(=O)c2ccccc12 the results were BAP1 inh 104 and HePTP inh 5.
For CC1(c2ccc3c(c2)OCO3)NC(=O)N(CC(=O)NCCC2=CCCCC2)C1=O (stereo not drawn) the results were BAP1 inh 103 and HePTP inh 6.
For COc1cccc(NC(=O)c2ccc(CN3CCN(c4ccccc4)CC3)cc2)c1 the results were BAP1 inh 109 and HePTP inh 9&-3.

(cont.)
For COc1ccccc1-c1nn2c(-c3ccco3)nnc2s1 the results were BAP1 inh 73 and HePTP inh 0.
c1ccc2[nH]c(CSc3nc4ccccc4o3)nc2c1 was read as BAP1 inh 93 and HePTP inh 2.
Screening COc1ccc(NC(=O)CN(Cc2ccccc2)S(=O)(=O)c2ccccc2)cc1 returned HePTP inh -5.
For CCc1c(C(=O)N2CCOCC2)csc1C the results were BAP1 inh 70 and HePTP inh -4.
For Cc1cc(Cl)ccc1NC(=O)c1ccccc1[N+](=O)[O-] the results were HePTP inh 4.
Cc1cc(C)n2c(SCc3cccc(Oc4ccccc4)c3)nnc2n1 was read as HePTP inh -9.
Screening CC(C)(C)NC(=O)C(c1ccco1)N(Cc1ccc(F)cc1)C(=O)c1snc(C(N)=O)c1N (stereo not drawn) returned HePTP inh 8.
Cc1cc2nc(-c3ccc(N)cc3)oc2cc1C was read as HePTP inh -14.
Screening CC1=CC(=C2C(=O)c3ccccc3C2=O)C=C(C)N1Cc1ccco1 returned BAP1 inh 76 and HePTP inh 9.
`CCC(=O)Nc1ccc(C(=O)c2ccccc2)cc1` gave BAP1 inh 94 and HePTP inh 7.
Screening COC(=O)CSc1nnc(-c2cccnc2)n1-c1cccc(OC)c1 returned BAP1 inh 96 and HePTP inh 1.
`Cc1c(Cl)cccc1NC(=O)CSCc1cc(=O)[nH][nH]1` gave BAP1 inh 122 and HePTP inh 10.
Screening Cc1ccc(S(=O)(=O)C(C#N)c2nc3ccccc3nc2N2CCCC2)cc1C (stereo not drawn) returned BAP1 inh 54 and HePTP inh 5.
For O=C(c1cnn2c1NC(c1ccco1)CC2C(F)(F)F)N1CCSCC1 (stereo not drawn) the results were BAP1 inh 95.
For CCn1c(COc2ccc(C)cc2)nnc1SCC(=O)C(C)(C)C the results were BAP1 inh 98 and HePTP inh -4.
Screening O=C(CSc1ccccc1)Nc1cccnc1 returned BAP1 inh 105 and HePTP inh 4.
For CC1=C(C)CS(=O)N(c2ccc(S(N)(=O)=O)cc2)C1 (stereo not drawn) the results were BAP1 inh 109 and HePTP inh 1.
For O=C1N/C(=N/S(=O)(=O)c2ccccc2)S/C1=C\c1cccnc1 the results were HePTP inh 5.
`O=C(Nc1ccc(-c2ccc(Cl)cc2)cc1)c1ccco1` gave HePTP inh -9.
`COCCSc1nc2c(c(=O)[nH]c(=O)n2C)n1CCC(C)C` gave BAP1 inh 96 and HePTP inh 5.
For Cc1cc(Oc2ccc(-c3cnc4ccccc4n3)cc2[N+](=O)[O-])ccc1Cl the results were BAP1 inh 81.
For O=C(O)c1ccc2c(c1)ncn2C1CCCCCC1 the results were BAP1 inh 88 and HePTP inh -1.
c1coc(-c2nnc(-c3cccs3)o2)c1 was read as BAP1 inh 98 and HePTP inh 4.
Screening COc1ccc(C)cc1NC(=O)c1cc(C(F)(F)F)cc(C(F)(F)F)c1 returned HePTP inh -2.
`COc1cc(NC(=O)c2nn3c(c2Br)NC(c2cccs2)CC3C(F)(F)F)c(OC)cc1Cl` (stereo not drawn) gave HePTP inh 0.
For COC(=O)c1cc2sccc2n1CC(=O)N1CCCc2ccccc21 the results were BAP1 inh 95 and HePTP inh 10.
Screening O=C1CNC(=O)c2c(nc3n2CCC3)N1 returned BAP1 inh 99 and HePTP inh 6.
O=C(NCCC(c1ccccc1)c1ccccc1)C(F)(F)F was read as HePTP inh -17.
For CN(C)CCNCCP(=O)(c1ccccc1)c1ccccc1 the results were HePTP inh -6.
`O=c1c2c3nc4ccccc4nc3n(CCN3CCOCC3)c2ncn1CCN1CCOCC1` gave HePTP inh -5.
Screening Cc1cccc(N2C(=O)NC(=O)/C(=C/c3ccc(-c4ccc(C(=O)O)cc4)o3)C2=O)c1 returned HePTP inh -1.
For COC(=O)C1C(=O)c2c([nH]c(C(=O)OCCOC(C)C)c2C)CC1C (stereo not drawn) the results were BAP1 inh 115 and HePTP inh -9.
`O=C(O)c1cccc(Nc2nc(N3CCOCC3)nc(N3CCOCC3)n2)c1` gave BAP1 inh 107 and HePTP inh 3.
CCOc1c(I)cc(/C=C2\C(=O)NC(=O)N(c3ccc(OC)cc3)C2=O)cc1OC was read as HePTP inh -2.
For CC(C)Oc1ccc(C2C(C(=O)c3ccco3)=C(O)C(=O)N2CCCN(C)C)cc1 (stereo not drawn) the results were BAP1 inh 94 and HePTP inh -6.
Screening O=C(CN1CCN(c2ccccc2)CC1)Nc1cccc(C(F)(F)F)c1 returned BAP1 inh 82 and HePTP inh -1.

A draw from above in order of formula weight, lowest first:
Screening O=C(CN1CCN(c2ccccc2)CC1)Nc1cccc(C(F)(F)F)c1 returned BAP1 inh 82 and HePTP inh -1.
For CC(C)Oc1ccc(C2C(C(=O)c3ccco3)=C(O)C(=O)N2CCCN(C)C)cc1 (stereo not drawn) the results were BAP1 inh 94 and HePTP inh -6.
`O=c1c2c3nc4ccccc4nc3n(CCN3CCOCC3)c2ncn1CCN1CCOCC1` gave HePTP inh -5.

(next part)
Screening Cc1ccc2c(c1)CC1(CN2C)C(=O)OC2(CCCCC2)OC1=O returned BAP1 inh 97 and HePTP inh 11.
For O=C1c2ccccc2-c2onc3ccc(NCc4ccco4)c1c23 the results were BAP1 inh 66 and HePTP inh 9.
Screening Cn1c(CSc2nc3ccccc3s2)nnc1SCC(=O)NCCN1CCOCC1 returned BAP1 inh 99 and HePTP inh -11.
CC(c1ccccc1)C(CC(=O)O)C(=O)NC1CCCCC1 (stereo not drawn) was read as BAP1 inh 86 and HePTP inh 0.
For Clc1ccc(-c2nn3c(-c4ccccn4)nnc3s2)c(Cl)c1 the results were BAP1 inh 98 and HePTP inh 7.
Screening c1csc(C2Nc3cccc4cccc(c34)N2)c1 returned HePTP inh -10.
Screening O=C(c1ccc(Cl)cc1)C1CCN(C(=O)NC2CCCCC2)CC1 returned BAP1 inh 97 and HePTP inh -1.
For CC(C)(C)NC(=O)COC(=O)c1ccc(S(=O)(=O)N2CCCCCC2)cc1 the results were BAP1 inh 104 and HePTP inh 3.
CN(Cc1nc2ccccc2n1C)S(C)(=O)=O was read as BAP1 inh 95 and HePTP inh -6.
O=C(Nc1nnc(-c2ccccc2)s1)c1ccco1 was read as HePTP inh 1.
`O=C(COc1ncnc2ccccc12)c1ccc2c(c1)OCCO2` gave BAP1 inh 100 and HePTP inh -4.
`Cn1cnnc1SCC(=O)n1c2ccccc2c2ccccc21` gave BAP1 inh 105 and HePTP inh -2&0.
`Cc1ccc(-n2[nH]c(C)c(C=Nc3ccc(C)cn3)c2=O)cc1` gave HePTP inh -10.
Screening CCn1c(SCC(=O)c2cc(C)n(CC3CCCO3)c2C)nc2ccccc21 (stereo not drawn) returned BAP1 inh 124 and HePTP inh 12.
Screening CC(C)(C)c1nnc(NC(=O)c2cccs2)s1 returned BAP1 inh 147 and HePTP inh -9.
Cc1cccc(CC2CC(=O)N(c3ccccc3)C2=O)c1 (stereo not drawn) was read as BAP1 inh 83 and HePTP inh -6&-15.
Screening CC1=NN(c2ccccc2)C(=O)/C1=C/c1cccn1-c1ccc([N+](=O)[O-])cc1 returned HePTP inh 7.
For CN(C)S(=O)(=O)N1CCC(c2ccc(F)cc2)C(COc2ccc3c(c2)OCO3)C1 (stereo not drawn) the results were BAP1 inh 85 and HePTP inh 0.
`O=C(O)c1ccc(Oc2cccc([N+](=O)[O-])c2)cc1C(=O)O` gave HePTP inh 8.
Screening Cc1ccc(N(C(=O)CNC(=O)c2ccco2)C(C(=O)NC2CCCC2)c2cccnc2)cc1C (stereo not drawn) returned BAP1 inh 95 and HePTP inh 8.
`Cc1ccc(OCC(=O)Nc2ccc(Cl)cc2C)c(Br)c1` gave HePTP inh -18.
Cc1ccc2[nH]c(=O)c(N3CCOCC3)c(-c3ccccc3)c2c1 was read as BAP1 inh 174.
Screening CCC(C)n1c(=O)c(C(=O)Nc2ccccc2S(N)(=O)=O)c(O)c2ccccc21 (stereo not drawn) returned BAP1 inh 56 and HePTP inh -15.
CCCCc1cc2c(c(NC(=O)CC)n1)c(=O)oc1ccccc12 was read as HePTP inh 1.
`COC(=O)C1=CN(CC2CCCO2)C=C(C(=O)OC)C1c1cc(OC)c(OC)c(OC)c1` (stereo not drawn) gave HePTP inh -10.
Screening Cc1ccc(-c2nn3c(C)nnc3s2)cc1NC(=O)c1cccs1 returned BAP1 inh 71 and HePTP inh 0.
Cn1cc(C2NC(=O)c3c(sc4c3CCCC4)N2)c2ccccc21 (stereo not drawn) was read as BAP1 inh 79 and HePTP inh -1.
`Cc1cccc(C)c1NS(=O)(=O)c1cccc2cccnc12` gave HePTP inh 7.

Not a hit list; any-hit rate near 0.7%.
